High-throughput results: PubChem BioAssay, Sanford-Burnham Center for Chemical Genomics
tim23-1 inh: tim23-1 yeast growth inhibition | S. cerevisiae tim23-1 growth, BacTiter-Glo luminescence, 24 h | inhibition, % at 20 µM | actives 1.3% (n = 330,000) | AID 463212;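 active = growth inhibition of the mutant yeast at or above 50%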;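 note: temperature-sensitive mutant grown at 25 °C; plate controls were DMSO-treated mutant yeast for no effect and medium wells lacking yeast for full effect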
NR3A LBD binder: modulators (binders) of human NR3A ligand-binding domain; NR3A LBD differential scanning fluorimetry, Tm shift; 0% = protein alone, 100% = glycine-bound protein; Tm shift relative to glycine control, % at 25 µM; actives 2.5% (n = 340,000);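 active = melting temperature shift of at least 10% of the positive control shift, at one fixed dose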
tim10-1 inh: tim10-1 yeast growth inhibition; S. cerevisiae tim10-1 ts strain growth, BacTiter-Glo, 24 h; inhibition, % at 20 µM; actives 2.2% (n = 330,000); AID 463190;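 active = inhibition of at least 40%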;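 note: mutant grown at 25 °C; 0% = DMSO wells with yeast and 100% = wells holding no yeast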
Mdm2 MdmX PPI: human Mdm2/MdmX binding inhibition | AID 485346 | O15151+Q00987 | inhibition, % at 8 µM | actives 3% (n = 330,000) | SaOS-2 split-luciferase Mdm2/MdmX complementation, luminescence;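 active = inhibition of at least 50% at 8 µM in the primary screen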
APJ agonist: APJ receptor agonism | P35414 | CHO-K1 APJ PathHunter beta-arrestin, luminescence; 0% DMSO wells, 100% apelin | activation, % at 20 µM | actives 0.11% (n = 330,000) | AID 2520;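 active = activation more than six SD over the plate average, tested at 20 µM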;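 note: 0% = DMSO alone and 100% = apelin-13 at 10 nM; some results filed as inactive read as strong as hits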
Target sequence (P35414 whole entry, looked up): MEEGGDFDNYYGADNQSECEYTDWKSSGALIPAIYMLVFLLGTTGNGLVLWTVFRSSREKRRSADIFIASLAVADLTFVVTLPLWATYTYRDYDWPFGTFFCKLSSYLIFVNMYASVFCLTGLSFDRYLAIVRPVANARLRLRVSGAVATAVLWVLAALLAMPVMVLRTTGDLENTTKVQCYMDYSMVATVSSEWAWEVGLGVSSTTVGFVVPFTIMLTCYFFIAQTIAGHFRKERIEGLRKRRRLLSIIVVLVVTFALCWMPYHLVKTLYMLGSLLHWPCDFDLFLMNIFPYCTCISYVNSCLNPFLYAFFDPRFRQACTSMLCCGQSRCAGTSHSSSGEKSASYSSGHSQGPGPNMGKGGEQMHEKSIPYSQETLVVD
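Test system: CHO-K1 APJ beta-arrestin complementation cell line. Amount: cell density 1000 per well. Controls: DMSO negative, 10 nM Apelin-13 positive. Signal: luminescent beta-gal fragment complementation, chemiluminescent substrate. Read-out basis: agonist-driven arrestin binding to APJ. Timing: compound stimulation 90 min at 25 °C, detection 60 min.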
UPR CHOP act: apoptotic UPR (CHOP) activation; CHO-CHOP luciferase reporter, luminescence; percent of tunicamycin response over DMSO baseline; activation, % at 10 µM; actives 0.34% (n = 330,000);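 active = at 10 µM dose, activation of 40% or more, normalized to positive control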;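 note: 100% = tunicamycin at 10 µg/mL and 0% = DMSO alone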
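Test system: CHO-CHOP cells, stable luciferase reporter of PERK-eIF2a-CHOP signalling | Quantity: 500 CHO-CHOP cells per well | Buffer or medium: F12 plus 10% serum | Compound dosing: 10 µM single point, 0.5% DMSO | Schedule: 6 h compound treatment, 37 °C | Signal: Luciferase luminescence | Control set: Tunicamycin high control, DMSO low control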
TIM10 inh: inhibits growth of TIM10 yeast strain; actives 1.4% (n = 330,000); inhibition, % at 10 µM; S. cerevisiae TIM10 strain growth, BacTiter-Glo luminescence, 24 h;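 active = inhibition of 40% or more at the single tested concentration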;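 note: wild-type TIM10 isogenic control strain grown at permissive 25 °C; 0% = DMSO yeast wells and 100% = minimal medium wells without yeast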
XBP1 UPR activ: activators of adaptive arm of unfolded protein response (XBP1); CHO-XBP1 luciferase reporter, IRE1-XBP1 UPR activation, luminescence; percent of tunicamycin response, DMSO as zero; activation, % at 20 µM; actives 0.33% (n = 330,000); AID 463104;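 active = versus positive control, 20 µM dose yields 30% or more activation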;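 note: 100% = tunicamycin at 10 µg/mL and 0% = DMSO only wells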
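Material – CHO cell line with stable XBP1 luciferase reporter · Buffer or medium – F12 plus 10% FBS · Compound – single point, 20 µM final compound, 1% DMSO · Schedule – 16-18 h cell attachment at 37 °C, then 6 h compound exposure · Signal – Steady-Glo luminescence read · Benchmarks – high control tunicamycin 10 µg/mL final, low control DMSO vehicle only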
NLRP3 yeast inh: inhibitors of NALP3 inflammasome in yeast | Yeast reconstituted NLRP3/ASC/caspase-1, beta-gal luminescence, 24 h | actives 0.39% (n = 330,000) | inhibition, % at 10 µM | AID 2825;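 active = inhibition of 50% or more; inactive = inhibition below 50%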;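 note: plate controls were induced DMSO wells for no effect and uninduced yeast grown without galactose for full effect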
The depositor's hits bear a star.

molecule,UPR CHOP act,APJ agonist,TIM10 inh,NLRP3 yeast inh,tim10-1 inh,Mdm2 MdmX PPI,NR3A LBD binder,tim23-1 inh,XBP1 UPR activ
Cc1ccc(NC(=O)CN(C)C(=O)c2cccc(Br)c2)cc1,0.0,-4,-12,-26,9,5,-4,8,-6
O=C(NCCN1C(=O)S/C(=C\c2ccccc2Cl)C1=O)C1=COCCO1,0.5,-9,27,19,33,42,0,24,6
CCN(c1ccccc1)S(=O)(=O)c1ccc(Oc2ccc([N+](=O)[O-])cc2)nc1,-1.0,-1,-21,-6,-1,6,2,1,4
COc1ccc(OC)c(/C=C/C(=O)Nc2cccc(S(=O)(=O)NC3=NCCCCC3)c2)c1,-0.2,3,-6,8,-3,24,-2,0,-1
Cc1oc(/N=C/c2ccc(Cl)cc2)c(C#N)c1C,3.0,-4,23,1,37,-11,2,25,2
Cc1ccc(CNC(=O)[C@H](C)[C@H]2C[C@]2(C)[C@H](NC(=O)OCc2ccccc2)c2ccccc2)o1,0.6,-6,7,4,18,28,-1,24,-3
O=C(CSc1n[nH]c(-c2ccccn2)n1)Nc1cccc(Cl)c1,-0.7,-11,12,19,22,60*,2,18,-3
CN1CCN(C(=O)CSc2ccc(C(F)(F)F)cc2[N+](=O)[O-])CC1,-0.4,-2,-23,6,13,1,-2,-2,-1
CC1(C)COC(Cn2c3ccccc3c3ccccc32)O1 (stereo not given),1.6,-2,4,25,-15,44,5,22,0
Cc1c(CCC(=O)O)c(=O)oc2cc3occ(-c4ccccc4)c3cc12,-2.1,-2,9,7,-8,15,-7,19,-1
COc1ccc(CN2CCNC(=O)C2CC(=O)N2CCCCO2)c(OC)c1 (stereo not given),-1.5,1,-8,-5,6,-8,0,18,-1
CCN1CCN(C(=O)NC2CC(=O)N(c3ccc(OC)cc3)C2)CC1 (stereo not given),-1.0,0,12,1,-9,4,0,-11,-1
COc1ccccc1CCC(=O)OCC(=O)N1CCN(S(=O)(=O)c2ccc(C)cc2C)CC1,1.6,-4,20,5,27,22,0,31,-4
Cc1ccc2cc(C3CC(c4ccco4)=NN3S(=O)(=O)c3ccccc3)c(Cl)nc2c1 (stereo not given),3.4,-2,35,-3,28,25,3,39,1
COc1cc(/C=N/NC(=O)NC23CC4CC(CC(C4)C2)C3)ccc1OCC(N)=O,2.2,6,3,24,32,36,-2,23,38*
O=C(c1ccnc(Cl)c1)N1CCCC(Nc2ccc(F)cc2)C1 (stereo not given),0.9,1,4,3,-3,-6,-1,3,0
CC(=O)c1cnn(-c2ccccc2)c1C,-2.4,-4,2,15,-3,3,-1,25,1
CC(=O)NC1=NN(C(C)=O)C(C)(CS(=O)(=O)c2ccc(Cl)cc2)S1 (stereo not given),0.4,-7,-13,7,7,23,-4,5,-2
COc1cccc(-c2cc(C(=O)NCc3ccc(Cl)cc3)no2)c1,-0.8,1,7,4,10,6,-1,24,0
O=C(Nc1nc2ccccc2s1)C1CC(=O)N(c2ccc(F)cc2)C1 (stereo not given),-1.7,3,17,14,10,25,-3,13,-3
Cn1cc(-c2nnnn2-c2cccc(C(F)(F)F)c2)c(C(F)(F)F)n1,3.1,-4,-18,14,0,-13,3,15,0
O=C(/C=C/c1ccco1)OCC(=O)c1cccc([N+](=O)[O-])c1,0.8,-6,1,17,-4,7,-2,1,1
O=C(OCC(=O)c1cccs1)c1ccccc1,0.5,1,7,-31,14,-15,2,1,1
COc1ccc(CCNC(=O)CCCCCN2C(=O)[C@@H]3Cc4ccccc4CN3C2=O)cc1OC,-0.3,6,17,22,2,20,2,5,-1
CN(C#N)c1nc(N2CCOCC2)nc(N2CCOCC2)n1,0.1,-2,0,-5,5,7,1,-1,0
COc1ccc(C(=O)NCc2nnc(SCC(=O)Nc3nnc(C)s3)o2)cc1OC,-3.4,-4,-17,0,-7,10,-2,-5,-1
CSc1nc2ccccc2n1CC(=O)Nc1c(C)n(C)n(-c2ccccc2)c1=O,-2.2,1,0,17,2,3,0,12,-2
O=C(NC1CCS(=O)(=O)C1)c1cccc(S(=O)(=O)N2CCCC2)c1 (stereo not given),-0.3,-3,-8,8,-1,0,4,-5,-1
Cc1nc2nc(SCC(=O)Nc3cccc(F)c3)[nH]c2cc1Br,1.2,3,-5,-2,3,24,3,-4,-4
Cc1cccc(C(C)C)c1NC(=O)CSc1ncnc2[nH]ncc12,0.4,0,9,23,12,1,-2,12,-4
CCc1c(C#N)c(SCCC(=O)Nc2ccc(OC)cc2)nc2c1C(=O)CC(C)(C)C2,-1.4,-3,10,21,22,18,2,24,-7
CN(CC(=O)Nc1ccccc1Br)C(=O)C(Cc1ccccc1)NC(=O)c1ccccc1 (stereo not given),-0.5,-1,4,-8,3,-10,2,18,-4
Cc1ccc(CNC(=O)Cn2cnc3c(NC(=O)OCc4ccccc4)ncnc32)o1,0.6,1,2,9,10,-12,1,18,-2
COC(CNc1ccc([N+](=O)[O-])c(NCC(OC)OC)c1C#N)OC,-0.1,1,7,14,6,-21,0,8,-2
COc1ccc(N(CC(=O)NC2CCCCC2)C(=O)CNC(=O)c2ccco2)c(OC)c1,-1.4,3,-5,10,2,-50,-1,11,-2
CCOC(=O)N1CCC(N2Cc3cccc(C(=O)Nc4ccc(OC)c(OC)c4)c3C2=O)CC1,1.3,11,17,12,34,13,-2,38,0
CCCC(CCC)n1[nH]c(=O)c2c(C)cc(C)nc21,-1.3,1,-5,16,0,8,-1,-1,-4
COC(=O)NNC(=O)Cc1cccc2ccccc12,1.5,-1,-8,13,8,0,-1,17,-4
CCS(=O)(=O)N1CCC(NC(=O)C2CCCCC2)CC1,2.8,-3,1,0,0,10,-1,2,-2
O=C1C2C3C=CC(C3)C2C(=O)N1c1ccc2ccccc2c1 (stereo not given),-3.4,4,-3,8,6,24,0,4,-6
COc1ccc(CNC(=O)C2CCCN(S(=O)(=O)c3ccc4c(c3)CCCN4C(C)=O)C2)cc1 (stereo not given),-0.2,3,3,-1,21,13,-4,15,-3
Cn1c(/C(C#N)=C(\O)c2ccc(S(=O)(=O)N3CCCCC3)cc2)nc2ccccc21,2.4,-5,12,1,16,31,-1,11,8
COc1cc(C2SCC(=O)N2CCCN(C)C)cc(OC)c1OC (stereo not given),0.7,-2,-2,-10,-2,14,0,6,-4
O=C(N/N=C/c1c[nH]c2ccc(Br)cc12)c1ccn(Cc2ccc(Cl)cc2Cl)n1,0.2,3,-1,16,14,22,17*,19,1
c1ccc([C@H]2CN3CCSC3=N2)cc1,-1.7,8,4,17,-16,1,1,-16,-6
COc1cccc(-c2ocnc2C(=O)Nc2ccc(N3CCOCC3)cc2N2CCOCC2)c1,1.2,1,22,17,16,8,-1,21,1
CCN(CC(=O)NCc1ccc(Cl)cc1)C(=O)Cc1ccc(OC)cc1,-0.2,-3,3,4,7,-1,-2,3,-4
CC(C)(CC(=O)O)CC(=O)NNc1ncccc1C#N,-1.3,1,7,3,-9,11,-1,-9,-1
CC(OC(=O)c1ccc2noc(-c3ccccc3)c2c1)C(N)=O (stereo not given),6.9,-1,9,8,-10,-26,2,11,-1
Cc1ccccc1N1C(S)=C(C#N)C(=O)NC1c1cccs1 (stereo not given),-0.3,-3,-7,-11,5,18,1,-5,-2

New compounds follow:
molecule,UPR CHOP act,APJ agonist,TIM10 inh,NLRP3 yeast inh,tim10-1 inh,Mdm2 MdmX PPI,NR3A LBD binder,tim23-1 inh,XBP1 UPR activ
O=C(C1CCC(CNS(=O)(=O)c2cccc3nsnc23)CC1)N1CCN(c2ccccn2)CC1 (stereo not given),1.7,-3,5,13,5,8,-14,9,-4
CCCOn1c(OCC(C)C)nc2ccccc2c1=O,-0.4,-2,-3,8,13,-11,0,-10,3
COc1ccc(Oc2nc3c(c(=O)n(C)c(=O)n3C)n2Cc2cccc(OC)c2)cc1,0.1,-2,-13,-3,-4,19,0,-5,-4
Cc1ccccc1N1CCN(Cc2cccc(C(=O)O)c2)CC1,-0.3,-1,-13,19,4,13,-1,19,-1
O=C(CN1CCc2cc3c(cc2C1)OCCCO3)Nc1ccccc1,-2.3,-2,6,7,19,28,-1,24,0
Cc1ccc(S(=O)(=O)N2CCOC2CNC(=O)C(=O)NCc2ccccn2)cc1 (stereo not given),3.1,-2,-1,12,-2,36,7,-4,1
Cc1ccc(S(=O)(=O)NC2(C(F)(F)F)C(=O)Nc3c2c(=O)n(C)c(=O)n3C)cc1 (stereo not given),-1.2,3,4,6,-2,-15,-8,0,4
COc1ccc(CCc2nnc(N)s2)cc1OC,0.7,-1,1,17,-2,2,2,4,-4
COc1ccc(CNC(=O)CCC(=O)c2ccc(C)cc2)cc1OC,2.3,-4,-2,8,8,2,-1,9,-4
Cc1ccc(Nc2c([N+](=O)[O-])c(=O)oc3ccccc23)cc1C,0.3,-6,27,31,26,26,-8,30,-1
Cc1[nH]c2ccccc2c1C(=O)C(=O)N1CCN(C(=O)c2ccco2)CC1,-0.9,-3,5,2,3,22,0,11,-1
Cn1c(C(=O)O)c(S(=O)(=O)c2ccc(Cl)cc2)c2ccccc21,-0.4,0,3,16,12,-1,3,1,-5
CCCN(CCC)C(=O)CSc1nc2ccsc2c(=O)n1NC(=O)c1ccccc1,-2.4,-2,19,15,12,15,1,19,-1
O=C(N/N=C/c1cccnc1)c1ccc(NC(=O)c2ccc(Cl)cc2)cc1,0.1,1,18,-9,-12,14,14*,4,-2
Cc1ccc(C)n1-c1cccc(NC(=O)c2ccccc2)c1,2.3,0,22,17,18,-7,-2,28,1
CN(CC(=O)NCCN1CCCCCC1)S(=O)(=O)c1cccc2nsnc12,0.5,6,-1,1,8,3,-1,3,3
CN1CCCC(OC(=O)c2cc(Br)ccc2Cl)C1 (stereo not given),-2.1,-4,-5,8,0,13,2,-3,4
Cc1cc(C)c(S(=O)(=O)N2CCN(C(=O)CCn3nc(C)c(C)c3C)CC2)c(C)c1,0.8,0,6,20,20,5,0,20,2

By substructure: the compounds so far with a COOH group
molecule,UPR CHOP act,APJ agonist,TIM10 inh,NLRP3 yeast inh,tim10-1 inh,Mdm2 MdmX PPI,NR3A LBD binder,tim23-1 inh,XBP1 UPR activ
Cc1c(CCC(=O)O)c(=O)oc2cc3occ(-c4ccccc4)c3cc12,-2.1,-2,9,7,-8,15,-7,19,-1
CC(C)(CC(=O)O)CC(=O)NNc1ncccc1C#N,-1.3,1,7,3,-9,11,-1,-9,-1
Cc1ccccc1N1CCN(Cc2cccc(C(=O)O)c2)CC1,-0.3,-1,-13,19,4,13,-1,19,-1
Cn1c(C(=O)O)c(S(=O)(=O)c2ccc(Cl)cc2)c2ccccc21,-0.4,0,3,16,12,-1,3,1,-5
